Assay outcomes: PubChem, several laboratories
PPARg SRC-3 ag – PPARgamma agonists recruiting SRC-3 coactivator, primary screen, biochemical; actives 0.26% (n = 200,000); biochemical PPARgamma/SRC-3 coactivator recruitment assay; AID 731, 2007; activation, % at 8 µM; in the data active = activation above about 23%;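 note: 0% = DMSO and 100% = reference agonist; some compounds past the cut are filed as inactive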
Target sequence (P37231 whole entry, looked up): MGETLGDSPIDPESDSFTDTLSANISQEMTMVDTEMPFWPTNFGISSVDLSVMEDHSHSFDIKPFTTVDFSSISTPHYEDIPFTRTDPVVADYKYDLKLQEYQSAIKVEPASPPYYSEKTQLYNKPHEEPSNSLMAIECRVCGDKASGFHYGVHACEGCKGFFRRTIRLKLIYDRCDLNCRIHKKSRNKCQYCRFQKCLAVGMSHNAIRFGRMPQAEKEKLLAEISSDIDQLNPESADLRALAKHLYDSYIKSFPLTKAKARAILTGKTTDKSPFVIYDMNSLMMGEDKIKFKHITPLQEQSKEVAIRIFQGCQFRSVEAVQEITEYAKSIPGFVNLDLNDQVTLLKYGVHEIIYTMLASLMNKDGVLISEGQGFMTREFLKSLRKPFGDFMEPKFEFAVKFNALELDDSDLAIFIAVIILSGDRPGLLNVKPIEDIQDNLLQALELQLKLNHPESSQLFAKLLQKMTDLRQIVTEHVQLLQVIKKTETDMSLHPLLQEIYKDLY
Diaph inh CS – diaphorase inhibitors and chemical oxidizers, primary screen, counter-screen for diaphorase-coupled primary assays, biochemical, uHTS, resorufin fluorescence; actives 0.69% (n = 190,000); diaphorase resazurin-to-resorufin fluorescence, NADH, 16 min; bacterial (C. kluyveri) enzyme, not human; inhibition, % at 20 µM;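 active = primary screen inhibition at 20 µM above a set limit, cut at about 50% in these data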;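 note: plate controls were DMSO with full reaction for no effect and wells lacking NADH for full effect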
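Test system: diaphorase enzyme from Clostridium kluyveri; amount: diaphorase at 0.14 U/mL in enzyme working solution; detection: fluorescence of resorufin formed from resazurin, Ex 544/Em 590 nm; times: reaction incubation of 16 min at room temperature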
PMI act – activators of human PMI, primary screen, biochemical, fluorescence intensity, near-Km mannose 6-phosphate; Mannose-6-phosphate isomerase (Homo sapiens), P34949; purified human PMI, coupled resazurin fluorescence, 20 min; stronger effect = higher value; 1 = vehicle control, 0 substrate-free wells; activation factor at 20 µM; actives 0.005% (n = 190,000);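 active = activation factor of 2 or more at 20 µM, relative to plate controls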
Target sequence (P34949 whole entry, looked up): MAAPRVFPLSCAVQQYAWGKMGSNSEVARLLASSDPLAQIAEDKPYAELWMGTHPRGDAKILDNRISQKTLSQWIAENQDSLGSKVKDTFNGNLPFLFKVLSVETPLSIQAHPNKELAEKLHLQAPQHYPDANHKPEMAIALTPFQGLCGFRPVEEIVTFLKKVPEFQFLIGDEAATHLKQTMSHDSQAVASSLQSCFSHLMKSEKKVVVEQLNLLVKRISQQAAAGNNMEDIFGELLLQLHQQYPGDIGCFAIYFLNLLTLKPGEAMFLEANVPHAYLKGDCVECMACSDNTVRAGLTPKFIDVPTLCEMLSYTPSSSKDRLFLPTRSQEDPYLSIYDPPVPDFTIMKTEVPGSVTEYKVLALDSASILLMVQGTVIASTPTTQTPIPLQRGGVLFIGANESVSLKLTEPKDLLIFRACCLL
PPARg SRC-1 ag – PPARgamma agonists recruiting SRC-1 coactivator, primary screen, biochemical | actives 0.41% (n = 200,000) | Peroxisome proliferator-activated receptor gamma (Homo sapiens), P37231 | activation, % at 8 µM | PPARgamma-SRC-1 coactivator recruitment biochemical assay; in the data active = activation above about 19%;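 note: 0% = DMSO and 100% = reference agonist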
G6PDH counter – L. mesenteroides G6PDH inhibitors, counter-screen for G6PDH-coupled screening assays, biochemical, Leuconostoc mesenteroides enzyme | AID 1020, 2008 | inhibition, % at 5 µM | actives 0.12% (n = 200,000) | Purified L. mesenteroides G6PDH, diaphorase/resazurin coupled fluorescence, 45 min; in the data active = inhibition above about 50%
PPARg SRC2 recr – agonists of PPARg-SRC-2 recruitment, primary screen, biochemical, HTS. Peroxisome proliferator-activated receptor gamma (Homo sapiens), P37231. activation, % at 8 µM. PPARgamma LBD-SRC-2 recruitment. actives 0.34% (n = 200,000); in the data active = activation above about 22%;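 note: 0% = vehicle and 100% = reference agonist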
ROMK primary – ROMK potassium channel modulators, primary screen, cell-based, thallium flux, MLSMR library. Tet-inducible ROMK, thallium flux fluorescence; actives lie on both sides. B-score at 10 µM. actives 2% (n = 130,000). AID 1918, 2009;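 active = signal ratio slope over the read window, or its plate-corrected B-score, at least 3 SD from the plate mean, either direction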;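 note: B-score of the F/F0 ratio slope over 7 to 12 s after thallium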
PMI act satM6P – human PMI activators, high substrate, primary screen, biochemical, fluorescence intensity, near-saturating mannose 6-phosphate. Mannose-6-phosphate isomerase (Homo sapiens), P34949. coupled PMI enzyme assay, resazurin fluorescence, 20 min; stronger effect = higher value; 1 = untreated enzyme, 0 = substrate-free blank. activation factor at 20 µM. actives 0.34% (n = 190,000);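 active = activation factor of 2 or more at 20 µM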
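Test system: human phosphomannose isomerase with PGI, G6PDH, diaphorase coupling enzymes; Amount: PMI at 15 ng/mL final; Reagent: Mannose-6-phosphate 1.0 mM (near-saturating) plus 0.22 mM NADP+; Timing: 20 min, room temperature; Technique: resorufin fluorescence at Ex 544/Em 590 nm; Dosing: 20 µM single dose.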
S1P3 antagonist – S1P3 receptor antagonists, primary screen, cell-based; inhibition, % at 4.98 µM; actives 0.27% (n = 170,000); Sphingosine 1-phosphate receptor 3 (Homo sapiens), Q99500; CHO S1P3 NFAT-BLA reporter, FRET fluorescence, antagonist mode;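 active = inhibition above the plate cutoff, the mean inhibition of test wells on that plate plus 3 SD, cut at about 28% in these data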;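 note: cells challenged with S1P at its EC80 of 0.8 µM; blue over green emission ratio from cleaved BLA substrate after 4 h stimulation; 0% = S1P-stimulated wells and 100% = unstimulated DMSO-only wells; some compounds past the cut are filed as inactive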
TR-FRET SRC-2 ct – TR-FRET signal artefacts, primary screen, artefact control for PPARgamma SRC-2 agonist project, biochemical | TR-FRET artefact counter-screen; stronger effect = higher value | TR-FRET ratio at 8 µM | actives 0.4% (n = 200,000); in the data active = TR-FRET ratio above about 2000; note: inactives centre near 1500
Diaphorase act – compounds boosting diaphorase resazurin reduction – biochemical, uHTS, resorufin fluorescence, counter-screen for diaphorase-coupled primary assays, primary screen | Diaphorase/resazurin coupled assay, 16 min; stronger effect = higher value; 1 = vehicle wells, 0 = NADH-free wells | activation factor at 20 µM | actives 0.005% (n = 190,000);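 active = diaphorase activity raised at least twofold by the compound at 20 µM; inactive = activation factor below 2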
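Material: Clostridium kluyveri diaphorase, purified enzyme; Quantity: enzyme 0.07 U/mL final; Medium: HEPES pH 7.4 buffer with MgCl2 and Tween 20; Dosing: single compound dose of 20 µM, 1% DMSO final; Schedule: 16 min reaction at room temperature; Measured by: red resorufin fluorescence at 544/590 nm excitation/emission.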
Numbers without * were called inactive.

For Cc1nc2ccccn2c1-c1nnco1 the results were PPARg SRC-3 ag -3.2, Diaph inh CS 19.4, PMI act 1, PPARg SRC-1 ag -2.8, G6PDH counter -0.6, PPARg SRC2 recr 2.0, ROMK primary 0.225, PMI act satM6P 1, S1P3 antagonist -23.5, TR-FRET SRC-2 ct 1573 and Diaphorase act 0.8.
COc1ccccc1N1CCN(C(=O)CSc2nc(C)c(Cc3ccccc3)c(=O)[nH]2)CC1 was read as PPARg SRC-3 ag 0.3, Diaph inh CS 7.0, PMI act 1, PPARg SRC-1 ag -5.5, G6PDH counter 1.5, PPARg SRC2 recr -10.1, ROMK primary -1.34, PMI act satM6P 1, S1P3 antagonist -1.5, TR-FRET SRC-2 ct 1374 and Diaphorase act 0.9.
`Cc1cc(/C=C(/C#N)C(=O)O)c(C)n1CCC(C)C` gave PPARg SRC-3 ag 5.3, Diaph inh CS 12.2, PMI act 1, PPARg SRC-1 ag -1.6, G6PDH counter 1.4, PPARg SRC2 recr 1.4, ROMK primary 0.249, PMI act satM6P 1, S1P3 antagonist 0.3, TR-FRET SRC-2 ct 1604 and Diaphorase act 0.9.
`CON(C)c1nc(OCCNC(=O)OCc2ccc(Cl)cc2C)nc(N(C)C)n1` gave PPARg SRC-3 ag -0.3, Diaph inh CS 6.7, PMI act 1.1, PPARg SRC-1 ag 3.6, G6PDH counter 0.5, PPARg SRC2 recr 9.7, ROMK primary -0.566, PMI act satM6P 1, TR-FRET SRC-2 ct 1800 and Diaphorase act 0.9.
For c1ccc(-c2cc(-c3nnc4sc(-c5ccccn5)nn34)[nH]n2)cc1 the results were PPARg SRC-3 ag 13.0, Diaph inh CS 40.1, PMI act 1, PPARg SRC-1 ag 1.3, G6PDH counter 9.1, PPARg SRC2 recr -0.7, ROMK primary 0.297, PMI act satM6P 1, S1P3 antagonist -4.2, TR-FRET SRC-2 ct 1817 and Diaphorase act 0.6.
For CCCCN1C(=O)/C(=C/C=C2\Oc3ccccc3N2CC)SC1=S the results were PPARg SRC-3 ag 8.0, Diaph inh CS -2.4, PMI act 0.9, PPARg SRC-1 ag -2.2, G6PDH counter 8.4, PPARg SRC2 recr 2.4, PMI act satM6P 0.8, S1P3 antagonist -3.6, TR-FRET SRC-2 ct 1362 and Diaphorase act 1.
Cn1c(N)c(C(=O)COC(=O)c2ccc(S(=O)(=O)N3CCCCC3)cc2)c(=O)n(C)c1=O was read as PPARg SRC-3 ag 0.2, Diaph inh CS -0.3, PMI act 1.2, PPARg SRC-1 ag 6.6, G6PDH counter 3.3, PPARg SRC2 recr 5.7, ROMK primary -0.411, PMI act satM6P 1, S1P3 antagonist -1.6, TR-FRET SRC-2 ct 1838 and Diaphorase act 1.
`N#Cc1c(Nc2ccccc2)c(C=NCCN2CCOCC2)c[nH]c1=O` gave PPARg SRC-3 ag 1.2, Diaph inh CS -10.7, PMI act 1, PPARg SRC-1 ag 6.2, G6PDH counter 4.9, PPARg SRC2 recr 9.3, PMI act satM6P 1, S1P3 antagonist -11.4, TR-FRET SRC-2 ct 1632 and Diaphorase act 1.1.
For CCOc1ccc(NC(=O)c2ccc(C#CC(C)(C)O)cc2)cc1 the results were PPARg SRC-3 ag -0.2, Diaph inh CS 8.3, PMI act 0.9, PPARg SRC-1 ag 9.9, G6PDH counter -18.4, PPARg SRC2 recr 3.5, PMI act satM6P 1, TR-FRET SRC-2 ct 1461 and Diaphorase act 0.9.
Screening Cc1ccccc1NC(=O)COC(=O)c1c[nH]c(=O)[nH]c1=O returned PPARg SRC-3 ag 1.2, Diaph inh CS 1.3, PMI act 1, PPARg SRC-1 ag 1.6, G6PDH counter 4.2, PPARg SRC2 recr 6.7, ROMK primary -0.0903, PMI act satM6P 1, S1P3 antagonist -1.3, TR-FRET SRC-2 ct 1487 and Diaphorase act 1.

The last two compounds of the section above come first, to join the parts:
For CCOc1ccc(NC(=O)c2ccc(C#CC(C)(C)O)cc2)cc1 the results were PPARg SRC-3 ag -0.2, Diaph inh CS 8.3, PMI act 0.9, PPARg SRC-1 ag 9.9, G6PDH counter -18.4, PPARg SRC2 recr 3.5, PMI act satM6P 1, TR-FRET SRC-2 ct 1461 and Diaphorase act 0.9.
Screening Cc1ccccc1NC(=O)COC(=O)c1c[nH]c(=O)[nH]c1=O returned PPARg SRC-3 ag 1.2, Diaph inh CS 1.3, PMI act 1, PPARg SRC-1 ag 1.6, G6PDH counter 4.2, PPARg SRC2 recr 6.7, ROMK primary -0.0903, PMI act satM6P 1, S1P3 antagonist -1.3, TR-FRET SRC-2 ct 1487 and Diaphorase act 1.
O=C(NCc1ccc2c(c1)OCO2)C1CCN(c2ncccn2)CC1 was read as PPARg SRC-3 ag -2.4, Diaph inh CS 11.2, PMI act 0.9, PPARg SRC-1 ag 2.8, G6PDH counter -2.8, PPARg SRC2 recr -0.8, ROMK primary 1.62, PMI act satM6P 1, S1P3 antagonist 7.8, TR-FRET SRC-2 ct 1617 and Diaphorase act 0.9.
For CN1CCN(CP(=O)(N2CCOCC2)N2CCOCC2)CC1 the results were PPARg SRC-3 ag 5.0, Diaph inh CS 15.4, PMI act 1.1, PPARg SRC-1 ag -4.2, G6PDH counter 7.1, PPARg SRC2 recr 0.7, PMI act satM6P 0.9, S1P3 antagonist -8.1, TR-FRET SRC-2 ct 1597 and Diaphorase act 0.8.
Screening O=C(NCC(=O)N(CC1CCCO1)C(C(=O)NC1CCCC1)c1ccc(F)cc1)c1ccco1 (centres undefined) returned PPARg SRC-3 ag -6.1, Diaph inh CS 27.8, PMI act 0.9, PPARg SRC-1 ag -1.5, G6PDH counter 4.8, PPARg SRC2 recr -5.5, ROMK primary 1.59, PMI act satM6P 0.8, S1P3 antagonist -14.5, TR-FRET SRC-2 ct 1378 and Diaphorase act 0.7.
CCCCCSc1nc2c(c(=O)[nH]c(=O)n2C)n1CC was read as PPARg SRC-3 ag 19.3, PPARg SRC-1 ag 1.3, PPARg SRC2 recr 0.8, S1P3 antagonist 0.1 and TR-FRET SRC-2 ct 1583.
COC(=O)C1=C(C)NC(C)=C(C(=O)OC)C1c1cn(-c2ccccc2)nc1-c1ccco1 was read as PPARg SRC-3 ag 3.1, Diaph inh CS 28.5, PMI act 0.8, PPARg SRC-1 ag 7.5, G6PDH counter 3.3, PPARg SRC2 recr -2.1, PMI act satM6P 0.7, TR-FRET SRC-2 ct 1660 and Diaphorase act 0.7.
`Cc1cc(C)n2[nH]c(=O)c(N=Nc3ccccc3)c2n1` gave PPARg SRC-3 ag -4.3, Diaph inh CS 2.4, PMI act 1.2, PPARg SRC-1 ag -0.3, G6PDH counter 9.7, PPARg SRC2 recr 6.0, ROMK primary -1.09, PMI act satM6P 1.4, TR-FRET SRC-2 ct 1579 and Diaphorase act 1.
Screening CNC[C@H](O)c1ccc(O)c(O)c1 returned PPARg SRC-3 ag 0.2, Diaph inh CS 58.6*, PMI act 0.4, PPARg SRC-1 ag 5.7, G6PDH counter 64.2*, PPARg SRC2 recr 3.7, PMI act satM6P 0.4, S1P3 antagonist -5.7, TR-FRET SRC-2 ct 1661 and Diaphorase act 0.4.
CCOC(=O)c1sc(=NC(=O)c2ccco2)n(C)c1C was read as PPARg SRC-3 ag 8.1, Diaph inh CS 6.9, PMI act 1.1, PPARg SRC-1 ag 4.0, G6PDH counter 15.1, PPARg SRC2 recr 0.4, PMI act satM6P 1.1, S1P3 antagonist -15.0, TR-FRET SRC-2 ct 1453 and Diaphorase act 0.9.
Screening CCOC(=O)NC(=S)Nc1c(C)n(C)n(-c2ccccc2)c1=O returned PPARg SRC-3 ag 4.9, Diaph inh CS 13.9, PMI act 0.9, PPARg SRC-1 ag -3.9, G6PDH counter 4.6, PPARg SRC2 recr 5.2, ROMK primary -0.423, PMI act satM6P 1, S1P3 antagonist -6.1, TR-FRET SRC-2 ct 1514 and Diaphorase act 0.9.
O=C(NCc1cc(Br)cc(Br)c1OC(=O)c1ccccc1[N+](=O)[O-])c1ccccc1 was read as PPARg SRC-3 ag 18.1, Diaph inh CS 19.9, PMI act 0.9, PPARg SRC-1 ag 5.3, G6PDH counter -19.1, PPARg SRC2 recr 5.6, PMI act satM6P 0.9, S1P3 antagonist -20.3, TR-FRET SRC-2 ct 1503 and Diaphorase act 0.8.
For NCCCC[C@@H](C(=O)N1CCNCC1)n1cc([C@@H](N)CO)nn1 the results were PPARg SRC-3 ag 3.0, Diaph inh CS 4.1, PMI act 1.1, PPARg SRC-1 ag 5.7, G6PDH counter 2.9, PPARg SRC2 recr 3.3, PMI act satM6P 1.1, S1P3 antagonist -7.9, TR-FRET SRC-2 ct 1643 and Diaphorase act 1.
Screening Cc1ccc(C(=O)n2nnc3ccccc32)cc1[N+](=O)[O-] returned PPARg SRC-3 ag 4.4, Diaph inh CS 4.9, PMI act 0.9, PPARg SRC-1 ag 10.5, G6PDH counter 12.0, PPARg SRC2 recr -0.1, ROMK primary 0.813, PMI act satM6P 1.1, S1P3 antagonist -13.2, TR-FRET SRC-2 ct 1509 and Diaphorase act 1.
Screening O=C(CN1C(=O)/C(=C\c2cccc(F)c2)Oc2ccccc21)N1CCN(c2ccccn2)CC1 returned PPARg SRC-3 ag -2.4, Diaph inh CS 5.8, PMI act 0.9, PPARg SRC-1 ag -0.6, G6PDH counter -19.6, PPARg SRC2 recr -4.2, ROMK primary -0.901, PMI act satM6P 1.1, S1P3 antagonist 0.4, TR-FRET SRC-2 ct 1669 and Diaphorase act 0.9.
Screening Cn1cnc([N+](=O)[O-])c1Oc1cccc2ccccc12 returned PPARg SRC-3 ag -1.9, Diaph inh CS 17.0, PMI act 1, PPARg SRC-1 ag 4.7, G6PDH counter 7.9, PPARg SRC2 recr -0.8, ROMK primary -0.65, PMI act satM6P 0.7, S1P3 antagonist 18.3, TR-FRET SRC-2 ct 1415 and Diaphorase act 0.8.
For CC(=O)N1/C(=C/c2ccc(N(C)C)cc2)C(=O)c2ccccc21 the results were PPARg SRC-3 ag -1.3, Diaph inh CS 25.5, PMI act 0.9, PPARg SRC-1 ag 6.9, G6PDH counter 1.7, PPARg SRC2 recr -1.6, PMI act satM6P 0.8, S1P3 antagonist -25.6, TR-FRET SRC-2 ct 1521 and Diaphorase act 0.7.
